Screening data from PubChem.
Tn7 DDE FP – inhibitors of Tn7 peptide binding to fibrin DD(E), primary screen, biochemical, fluorescence polarization, human fibrin, Tn7 probe. Fibrinogen beta chain (Homo sapiens), P02675. FP displacement of FITC-Tn7 peptide from fibrin DD(E); 0% = median of compound wells per plate. inhibition, % at 8.3 µM. 0.13% of 370,000 active. AID 720508, 2013;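 active = inhibition above the mean of compounds falling within the control limits plus 3 SD of them, cut at about 14% in these data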;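 also: 0% = plate median of compound wells and 100% = 10 µM Aha-Tn7 peptide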
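Assay system: Human fibrin DD(E) protein | Medium: Tris buffer with calcium and detergent, pH 7.8 | Reagent: 0.1 µM fluorescent Tn7 | Compound dosing: Single point at 8.3 µM | Times: 10 min preincubation, 3 h with tracer, room temperature | Detection: Fluorescence polarization of the labelled Tn7 tracer | Controls: Aha-Tn7 high control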
MBD2 inh – inhibitors of MBD2 binding to methylated DNA, primary screen, biochemical, TR-FRET, DNA-binding domain, human. Methyl-CpG-binding domain protein 2 (Homo sapiens), Q9UBB5. MBD2 binding to methylated oligonucleotide. inhibition, % at 4.4 µM. 0.31% of 370,000 active; in the data active = inhibition above about 13%
Target sequence (Q9UBB5 whole entry, looked up, the tested form may be a part): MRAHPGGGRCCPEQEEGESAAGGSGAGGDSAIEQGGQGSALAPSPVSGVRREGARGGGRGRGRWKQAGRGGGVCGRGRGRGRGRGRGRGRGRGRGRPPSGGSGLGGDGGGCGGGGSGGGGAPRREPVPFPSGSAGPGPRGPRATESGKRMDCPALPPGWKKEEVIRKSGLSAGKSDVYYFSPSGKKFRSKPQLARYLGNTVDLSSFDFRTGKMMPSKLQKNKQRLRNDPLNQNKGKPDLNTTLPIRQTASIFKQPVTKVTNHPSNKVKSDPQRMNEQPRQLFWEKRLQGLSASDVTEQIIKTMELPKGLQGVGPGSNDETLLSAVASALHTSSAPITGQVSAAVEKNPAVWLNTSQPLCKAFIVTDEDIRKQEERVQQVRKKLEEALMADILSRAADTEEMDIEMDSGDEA
TCR-CD3 inh – inhibitors of human TCR-CD3 interaction, primary screen, biochemical, fluorescence, TAMRA-labeled TCR probe; T-cell receptor (TCR); inhibition, % at 9.4 µM; 0.37% of 360,000 active; in the data active = inhibition above about 19%;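 also: recombinant mutant TCR 2C K166C tagged with TAMRA read by polarization; 0% = receptor in buffer alone and 100% = receptor with positive control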
LEDGF integ inh – blockers of LEDGF/p75-dependent integrase strand transfer – biochemical, TR-FRET, high throughput, primary screen | HIV-1 integrase (with human LEDGF/p75) | TR-FRET IN-LEDGF/p75 DNA integration, Eu/Cy5 | inhibition, % at 3.7 µM | 0.64% of 370,000 active;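 active = inhibition above the screen-wide mean plus 3 SD, cut at about 13% in these data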;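 also: signal is the Cy5 over europium emission ratio at 671 and 618 nm; 0% = plate median of compound wells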
Tn6 DDE FP – inhibitors of Tn6 peptide binding to fibrin DD(E), primary screen, biochemical, fluorescence polarization, human fibrin, Tn6 probe; AID 720509, 2013; Fibrin DD(E) TRITC-Tn6 fluorescence polarization displacement; Fibrinogen beta chain (Homo sapiens), P02675; inhibition, % at 8.3 µM; 0.21% of 370,000 active;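 active = inhibition above a per-campaign cutoff: mean of compounds within control limits plus 3 SD, cut at about 15% in these data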;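 also: 0% = median of all compound wells on the plate and 100% = blocking peptide control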
KLK7 zymogen act – proKLK7 zymogen activators, primary screen, biochemical, fluorescence intensity. purified proKLK7, EDANS-DABCYL substrate fluorescence; 100% is mature enzyme control, 0% vehicle. AID 652039, 2013. activation, % at 7 µM. Kallikrein-7 (Homo sapiens), P49862. 0.9% of 370,000 active;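 active = activation above the mean of all tested compounds plus 3 SD, computed per campaign excluding outliers beyond control limits, cut at about 13% in these data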
Target sequence (P49862 whole entry, looked up): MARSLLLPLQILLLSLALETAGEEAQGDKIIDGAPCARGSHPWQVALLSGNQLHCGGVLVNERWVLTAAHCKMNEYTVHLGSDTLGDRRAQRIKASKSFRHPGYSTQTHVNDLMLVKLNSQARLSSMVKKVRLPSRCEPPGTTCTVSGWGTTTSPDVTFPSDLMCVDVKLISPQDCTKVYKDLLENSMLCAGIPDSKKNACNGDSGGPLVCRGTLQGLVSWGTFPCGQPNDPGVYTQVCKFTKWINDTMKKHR
UHRF1 binding – UHRF1 methylated DNA binding inhibitors, primary screen, counter-screen for MBD2 inhibitor project, biochemical, TR-FRET, human UHRF1, single concentration. AID 687016, 2013. UHRF1 binding to methylated oligo. 0.75% of 370,000 active. inhibition, % at 4.4 µM. E3 ubiquitin-protein ligase UHRF1 (Homo sapiens), Q96T88; in the data active = inhibition above about 21%;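 also: UHRF1 SRA domain binding a hemimethylated CpG hairpin DNA probe; 0% = median of test compound wells and 100% = reference inhibitor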
PRMT1 FP inh – PRMT1 methyltransferase inhibitors, primary screen, biochemical, fluorescence polarization. recombinant PRMT1, activity-based probe fluorescence polarization. inhibition, % at 2.79 µM. 1.3% of 370,000 active;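 active = inhibition above about 21% made by adding two undisclosed values, limit read from the data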
SIAE inh – human SIAE inhibitors, primary screen, biochemical, fluorescence polarization, FP-Rh probe, 1536-well HTS; 0.69% of 370,000 active; inhibition, % at 9.66 µM; SIAE FP-Rh probe binding;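 active = inhibition above a cutoff: mean of compounds within the control limits plus 3 SD of those, cut at about 17% in these data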;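 also: 0% = plate median of compound wells and 100% = probe without SIAE protein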
TDP2 absorb – human TDP2 enzyme inhibitors, primary screen, biochemical, epi absorbance, recombinant enzyme; Tyrosyl-DNA phosphodiesterase 2 (Homo sapiens), O95551; T5PNP hydrolysis, p-nitrophenol absorbance 415 nm; inhibition, % at 12.8 µM; 0.34% of 370,000 active;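 active = inhibition above the mean of all tested compounds plus 3 SD, set per campaign, cut at about 25% in these data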;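 also: 0% = DMSO with enzyme and 100% = buffer with substrate but no TDP2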
Target sequence (O95551 whole entry, looked up): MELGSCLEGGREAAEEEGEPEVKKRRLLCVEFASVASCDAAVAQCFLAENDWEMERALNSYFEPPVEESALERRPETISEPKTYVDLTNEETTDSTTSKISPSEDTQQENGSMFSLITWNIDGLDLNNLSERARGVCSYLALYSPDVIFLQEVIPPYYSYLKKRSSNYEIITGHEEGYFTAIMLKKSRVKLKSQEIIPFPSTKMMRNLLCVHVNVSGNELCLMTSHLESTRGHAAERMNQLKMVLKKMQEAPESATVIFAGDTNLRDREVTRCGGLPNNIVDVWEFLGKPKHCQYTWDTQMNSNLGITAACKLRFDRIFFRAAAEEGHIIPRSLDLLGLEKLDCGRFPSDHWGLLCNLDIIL
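Assay system: recombinant human TDP2 / Reagent: T5PNP substrate at 5 mM, a TopII-DNA adduct mimic / Measured by: epi absorbance from released p-nitrophenol / Evaluation: % inhibition relative to enzyme-containing and enzyme-free wells / Control set: enzyme-free and DMSO wells / Replicates: each compound tested once, singlicate / Schedule: enzyme reaction with compound for 2 h at 37 °C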
* = called active by the depositor; . = not tested or not shown.

SMILES | Tn7 DDE FP | MBD2 inh | TCR-CD3 inh | LEDGF integ inh | Tn6 DDE FP | KLK7 zymogen act | UHRF1 binding | PRMT1 FP inh | SIAE inh | TDP2 absorb
CCOc1ccc(C(=O)OCC(=O)NCC2CCCO2)cc1 (centres undefined) | -1 | -2 | -2 | 0 | -4 | 0.3 | 1 | 0 | 5 | -20
O=C(COc1cccnc1[N+](=O)[O-])Nc1ccc(N2CCOCC2)cc1 | -6 | 0 | 7 | 0 | 0 | -0.6 | -1 | 1 | -2 | -3
CCC(CO)Nc1cccc2c1S(=O)(=O)N(Cc1cn(Cc3ccc(F)cc3)nn1)Cc1ccccc1O2 (centres undefined) | -11 | 6 | . | -3 | 10 | 1.2 | 12 | 0 | 0 | 0
COc1ccccc1CNC(=O)C(c1ccccc1)c1ccccc1 | 1 | -3 | -3 | -1 | -7 | -0.7 | 0 | 5 | -2 | -3
O=C(CN1CCSC1=NCc1ccccc1)c1ccccc1 | -2 | 1 | -6 | 1 | 7 | -0.7 | -1 | -2 | 2 | -1
O=c1c2ccccc2nc(SCc2ccccc2)n1Cc1ccco1 | -2 | 6 | -4 | -3 | 2 | -0.1 | 0 | 3 | -6 | 7
Cc1ccccc1C(=O)N(Cc1nc2ccccc2c(=O)[nH]1)C1CCCC1 | -10 | 3 | 3 | 0 | 7 | -0.2 | -1 | 1 | -7 | 3
O=C1c2ccccc2CCc2ccc(Br)cc21 | -5 | -2 | 4 | 2 | 7 | 0.5 | -1 | -1 | -2 | 6
Cc1csc(=O)n1CCC(=O)OCC(=O)Nc1cc([N+](=O)[O-])ccc1Cl | -7 | -2 | 3 | 4 | -1 | -0.5 | 0 | 4 | 0 | 4
Cc1ccoc1C(=O)N1CCCCC1C(=O)O (centres undefined) | 1 | -8 | 6 | -1 | -2 | 0.3 | 0 | -2 | 3 | -1
CCOC(=O)NC(c1cccc(Cl)c1)C1CCCCCC1=O (centres undefined) | -3 | 2 | 3 | -1 | 0 | -0.2 | -2 | 1 | -1 | 9
Cc1cc(=O)c2ccc(NC(=O)c3ccccc3)cc2[nH]1 | 6 | -7 | 0 | 4 | -13 | 0.8 | 4 | -3 | 6 | -6
COc1ccc(NC(=O)CN(C)C(=O)c2ccccc2OC)cc1 | -4 | -6 | -1 | -1 | -3 | 0.0 | -1 | 2 | 10 | 10
Cc1cc(CN2CCCC(N3CCc4ccccc4C3)C2)cc(C)c1O (centres undefined) | -3 | -2 | -19 | -2 | 3 | 0.5 | -2 | 2 | 0 | 20
Cc1cc(N=Cc2c(O)ccc3cc(Br)ccc23)no1 | 4 | -4 | 3 | 6 | 2 | -0.5 | 0 | 4 | -3 | 4
O=Cc1ccc(OC(=O)C2CC(=O)N(c3ccc(F)cc3)C2)cc1 (centres undefined) | -6 | -2 | 7 | 0 | -1 | -1.1 | -1 | -1 | -4 | -2
CCN(CC)S(=O)(=O)c1ccc(/C=C/C(=O)OCC#N)cc1 | 13 | 3 | -1 | -2 | 5 | 0.1 | 2 | 4 | 1 | -9
COc1ccc(NC(=O)c2nc(C)n(-c3ccc([N+](=O)[O-])cc3)n2)cc1 | -4 | 1 | -4 | 6 | -7 | 0.3 | -1 | -3 | -2 | -6
CC[C@]12C(=O)N(C)C[C@H]([C@@H]3C(=O)N(Cc4ccccc4)C(=O)[C@@H]31)N2C(=O)c1ccc(C(C)(C)C)cc1 | 5 | 2 | -5 | 0 | 4 | -0.2 | 1 | 1 | 3 | 6
COC(=O)c1ccc(/C=N\n2c(C)nnc2C)cc1 | -4 | -2 | 6 | 0 | 2 | 1.2 | 0 | -2 | 0 | 2
COCCNC(=O)/C(C#N)=C/c1ccc(OCc2ccccc2)cc1 | -1 | -1 | -2 | 3 | -5 | 0.8 | 0 | -1 | -4 | 3
CC(Oc1cc(F)ccc1[N+](=O)[O-])C(=O)N(C)CC(=O)Nc1ccccc1C(F)(F)F (centres undefined) | -2 | 2 | 3 | -7 | -4 | -0.2 | 0 | 2 | 1 | -1
CCCCN1C2CCCC1CC(NC(=O)c1cccc(Cl)c1)C2 (centres undefined) | -2 | -1 | -1 | 1 | 0 | 0.6 | -3 | 0 | -1 | -4
CCCOC(=O)c1ccc2c(c1)C(=O)N(c1ccccc1)C2=O | -3 | 6 | -1 | -3 | 6 | 0.3 | 5 | -1 | 5 | -2
O=C1C(=O)N(Cc2ccccc2)C(=O)N1CCOc1ccccc1 | -2 | 3 | -3 | -1 | 2 | 0.1 | -4 | -1 | -3 | 12

A section from the list above:
SMILES | Tn7 DDE FP | MBD2 inh | TCR-CD3 inh | LEDGF integ inh | Tn6 DDE FP | KLK7 zymogen act | UHRF1 binding | PRMT1 FP inh | SIAE inh | TDP2 absorb
CCN(CC)S(=O)(=O)c1ccc(/C=C/C(=O)OCC#N)cc1 | 13 | 3 | -1 | -2 | 5 | 0.1 | 2 | 4 | 1 | -9
COc1ccc(NC(=O)c2nc(C)n(-c3ccc([N+](=O)[O-])cc3)n2)cc1 | -4 | 1 | -4 | 6 | -7 | 0.3 | -1 | -3 | -2 | -6
CC[C@]12C(=O)N(C)C[C@H]([C@@H]3C(=O)N(Cc4ccccc4)C(=O)[C@@H]31)N2C(=O)c1ccc(C(C)(C)C)cc1 | 5 | 2 | -5 | 0 | 4 | -0.2 | 1 | 1 | 3 | 6
COC(=O)c1ccc(/C=N\n2c(C)nnc2C)cc1 | -4 | -2 | 6 | 0 | 2 | 1.2 | 0 | -2 | 0 | 2
COCCNC(=O)/C(C#N)=C/c1ccc(OCc2ccccc2)cc1 | -1 | -1 | -2 | 3 | -5 | 0.8 | 0 | -1 | -4 | 3

The listing continues.
SMILES | Tn7 DDE FP | MBD2 inh | TCR-CD3 inh | LEDGF integ inh | Tn6 DDE FP | KLK7 zymogen act | UHRF1 binding | PRMT1 FP inh | SIAE inh | TDP2 absorb
COc1cc(NCc2ccccc2)c2ncn(C(C)C)c2c1 | -2 | 0 | -10 | 3 | -5 | 0.8 | 0 | 0 | 2 | -2
COc1ccc2oc(C(=O)NCCc3ccccc3)c(C)c2c1 | 3 | 1 | 0 | 2 | 1 | -0.3 | 1 | -2 | -3 | 6
O=C(CN1CCC(n2nnc3ccccc32)CC1)Nc1ccc2c(c1)CCC2 | 1 | -3 | -2 | -2 | 2 | 0.2 | 0 | -2 | -1 | -7
Cc1ccc(C(C)C)c(OCC(=O)N/N=C/c2ccc(S(=O)(=O)O)o2)c1 | -5 | 3 | -8 | 1 | 3 | -0.2 | -3 | 8 | 2 | -4
CCCc1nc2c(C)cc(Br)cn2c1Cc1ccccc1C(F)(F)F | -7 | 9 | -1 | 1 | -4 | -0.7 | 22* | 0 | 6 | -1
O=C(NCC(c1cccs1)N1CCOCC1)c1ccc(Cl)nc1 (centres undefined) | 1 | 0 | 6 | 3 | 0 | -0.4 | -2 | -4 | 6 | 3
CCOC(=O)Cn1c(=O)oc2cc(S(=O)(=O)NCc3ccccn3)ccc21 | -5 | 2 | -2 | 0 | 4 | -0.1 | 2 | 1 | -11 | -2
Cc1cc([N+](=O)[O-])nn1CCCC(=O)NCc1ccc(F)cc1 | -1 | 4 | 1 | 1 | -1 | 0.2 | -2 | -2 | -3 | -3
CN(CC(=O)Nc1ccccc1C(=O)NC1CC1)Cc1ccc(Cl)cc1 | -6 | -1 | 4 | 5 | -5 | -0.3 | 1 | -1 | -3 | -6
CCN(CC(=O)Nc1ccccc1OC)C(=O)CCOc1ccc(C(C)(C)C)cc1 | -2 | -6 | -10 | 3 | 1 | 0.1 | -1 | 2 | -3 | 1
COc1ccc(C(=O)Nc2cc(C)nn2-c2cccc(F)c2)cc1 | -3 | 5 | 2 | 0 | -5 | -0.1 | 0 | -5 | 2 | 2
COc1ccccc1NS(=O)(=O)c1cn(C)cn1 | -1 | -1 | 6 | -2 | -4 | -0.1 | -3 | -2 | -5 | 7
Cc1ccccc1-c1nc(CS(=O)(=O)CC(=O)NCCc2ccccc2)c(C)o1 | 1 | 4 | 1 | 2 | 11 | 0.0 | 14 | 1 | 6 | 13
COc1ccc(CNC(=O)COc2cc3c(c4oc(=O)cc(C)c24)CCC(C)(C)O3)c(OC)c1 | -1 | 2 | 6 | 0 | -7 | -5.6 | -2 | -2 | -13 | 1
COCCCN1C(=O)C(CC(=O)NCCCN(C)C)CC(C(=O)N2CCOCC2)=C1C (centres undefined) | 8 | 1 | 1 | 1 | 5 | -0.6 | 0 | -6 | -2 | -6
O=C(CSc1ccccc1F)NCC(c1ccco1)N1CCCCC1 (centres undefined) | -6 | 4 | 6 | 6 | -1 | 0.2 | 0 | -6 | -1 | -2
Oc1c(C(Nc2ccccn2)c2cccnc2)cc(Cl)c2cccnc12 (centres undefined) | 1 | 3 | -2 | -6 | -8 | -0.1 | -9 | -3 | 12 | -16
COc1cc(CN2CCC(C(=O)N3CCN(c4ccccc4F)CC3)CC2)cc(OC)c1O | -7 | 0 | 0 | 2 | -4 | 0.0 | 0 | 1 | -3 | -3
CC(C)C1C(=O)N(Cc2cn(CCC3OCCCO3)nn2)CCS(=O)(=O)N1Cc1ccc(-c2ccc(Cl)c(Cl)c2)cc1 (centres undefined) | 0 | 2 | 2 | 3 | 6 | 0.8 | 4 | 0 | -14 | -3
CC1CC(C)(C)OC(c2ccc(C(C)C)cc2)O1 (centres undefined) | 3 | 3 | 0 | -2 | -2 | -0.3 | 0 | 3 | -10 | 7
CN(C)S(=O)(=O)c1ccc(NC(=O)N2CCN(c3ccccc3)CC2)cc1 | 12 | 6 | -7 | 1 | 2 | -0.5 | 3 | 1 | -4 | 7
CCOC(=O)N1CCN(C(=O)CSc2nc3c([nH]c4ccccc43)c(=O)n2C)CC1 | -2 | 4 | -7 | -5 | 5 | -0.8 | 1 | 4 | -1 | -8
O=S(=O)(c1ccc2c(c1)OCCO2)N1CCN(S(=O)(=O)c2c(F)cc(F)cc2F)CC1 | 8 | 6 | 1 | 6 | 3 | 0.2 | 29* | 5 | -3 | 17

Molecules listed so far with a cyano group (2):
SMILES | Tn7 DDE FP | MBD2 inh | TCR-CD3 inh | LEDGF integ inh | Tn6 DDE FP | KLK7 zymogen act | UHRF1 binding | PRMT1 FP inh | SIAE inh | TDP2 absorb
CCN(CC)S(=O)(=O)c1ccc(/C=C/C(=O)OCC#N)cc1 | 13 | 3 | -1 | -2 | 5 | 0.1 | 2 | 4 | 1 | -9
COCCNC(=O)/C(C#N)=C/c1ccc(OCc2ccccc2)cc1 | -1 | -1 | -2 | 3 | -5 | 0.8 | 0 | -1 | -4 | 3
